hIAP inh: blocks human intestinal alkaline phosphatase | 0.12% of 330,000 active | purified IAP, CDP-Star luminescence, 30 min | inhibition, % at 10 µM | P09923 | AID 2544;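 active means inhibition reaching a set limit with compound at 10 µM in the primary screen, cut at about 35% in these data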;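 further: plate controls were DMSO wells with enzyme for no effect and no-enzyme buffer wells for full effect; values of inactives mirror those of a sister screen read the other way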
Target sequence (P09923 whole entry, looked up): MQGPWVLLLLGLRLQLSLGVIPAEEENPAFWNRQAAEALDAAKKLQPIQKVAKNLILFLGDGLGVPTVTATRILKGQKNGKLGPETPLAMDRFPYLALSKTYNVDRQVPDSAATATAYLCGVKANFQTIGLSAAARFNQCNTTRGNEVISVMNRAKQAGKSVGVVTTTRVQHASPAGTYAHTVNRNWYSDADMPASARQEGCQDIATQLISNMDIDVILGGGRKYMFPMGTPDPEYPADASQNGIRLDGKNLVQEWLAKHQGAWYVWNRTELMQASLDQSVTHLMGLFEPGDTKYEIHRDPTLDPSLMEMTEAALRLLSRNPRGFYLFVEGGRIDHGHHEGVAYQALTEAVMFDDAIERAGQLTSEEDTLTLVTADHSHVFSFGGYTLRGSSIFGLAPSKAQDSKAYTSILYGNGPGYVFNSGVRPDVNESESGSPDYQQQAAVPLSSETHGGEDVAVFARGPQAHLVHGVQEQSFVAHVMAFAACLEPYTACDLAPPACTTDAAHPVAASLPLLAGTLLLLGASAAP
mIAP block: blocks mouse intestinal alkaline phosphatase; inhibition, % at 10 µM; purified mouse IAP, CDP-Star luminescence, 30 min; AID 2806; 0.2% of 330,000 active;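 active means inhibition of at least 40% at 10 µM in the primary screen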;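 further: plate controls were DMSO with enzyme for no effect and no enzyme wells for full effect; values of inactives mirror those of a sister screen read the other way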
mIAP act: increases mouse intestinal alkaline phosphatase activity | activation factor at 10 µM | muIAP, CDP-Star luminescence, 30 min; stronger effect = higher value; 1 = vehicle-only enzyme signal, 0 = enzyme-free wells | 0.24% of 330,000 active;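 active means activation factor of at least 2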; further: the source names both 10 and 20 µM as test concentration; values of inactives mirror those of a sister screen read the other way
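Assay system: mouse IAP enzyme; Reagent: CDP-Star chemiluminescent phosphatase substrate; Compound: DMSO-dissolved test compounds; Incubation: 30 min, room temperature; Technique: luminescence from enzymatic CDP-Star hydrolysis; Controls: DMSO-only wells and no-enzyme negative control.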
hIAP act: human IAP activation. P09923. activation factor at 10 µM. 0.16% of 330,000 active. purified human IAP, CDP-Star luminescence, 30 min; stronger effect = higher value; 1 = vehicle-only enzyme, 0 = enzyme-free background;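 active means activation factor of the enzyme at least 2-fold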; further: the source names both 10 and 20 µM as test concentration; values of inactives mirror those of a sister screen read the other way
NR3A LBD binder: modulators (binders) of human NR3A ligand-binding domain. NR3A LBD differential scanning fluorimetry, Tm shift; 0% = protein alone, 100% = glycine-bound protein. Tm shift relative to glycine control, % at 25 µM. 2.5% of 340,000 active;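 active means melting temperature shift of at least 10% of the positive control shift, at one fixed dose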
APOBEC3G inh: inhibitors of human APOBEC3G DNA deaminase | inhibition, % at 20 µM | 0.28% of 330,000 active | recombinant A3G, ssDNA deamination FAM/TAMRA fluorescence | AID 493012;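 active means inhibition of at least 40% at 20 µM, with no more than 30% in the related APOBEC3A deaminase screen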;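 further: plate controls were DMSO wells with A3G for no effect and wells lacking A3G enzyme for full effect; some compounds called inactive have numbers as strong as hits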
A3A deaminase: blocks human APOBEC3A ssDNA deamination | recombinant A3A, FAM/TAMRA ssDNA deamination fluorescence | P31941 | inhibition, % at 20 µM | 0.41% of 330,000 active;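 active means at least 40% inhibition at 20 µM here, with at most 30% in a related deaminase screen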;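 further: plate controls were A3A with DMSO for no effect and wells lacking A3A enzyme for full effect; some results filed as inactive read as strong as hits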
Target sequence (P31941 whole entry, looked up): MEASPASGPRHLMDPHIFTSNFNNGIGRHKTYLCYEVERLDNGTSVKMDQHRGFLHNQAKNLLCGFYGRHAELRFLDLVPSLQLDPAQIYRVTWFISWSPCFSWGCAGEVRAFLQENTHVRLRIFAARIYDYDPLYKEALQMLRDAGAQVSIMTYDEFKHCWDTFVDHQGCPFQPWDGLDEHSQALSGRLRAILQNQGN
MPTP block: blocks calcium-induced mitochondrial swelling; isolated mouse mitochondria, Ca2+ swelling absorbance, 30 min; inhibition, % at 10 µM; 1.4% of 360,000 active;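 active means inhibition of 50% or more, scaled per plate between neutral and stimulator controls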;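 further: 0% = DMSO wells given calcium and 100% = 1 mM EGTA wells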
beta cell repl: MIN6 beta-cell proliferation induction; MIN6 cells proliferation, ATPlite luminescence, 48 h; cells starved in 0.2% serum; 100% = growth in 10% serum; proliferation, % at 10 µM; 0.29% of 330,000 active;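 active means compounds whose signal lies at least 3.5 SD above the mean of all wells on their plate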;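 further: 0% = DMSO-treated cells in low-serum medium and 100% = 10% serum control; some compounds called inactive have numbers as strong as hits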
An asterisk follows results filed as active; / = no result given. Rows are unselected; about 5% have a hit in one of these screens.

SMILES | hIAP inh | mIAP block | mIAP act | hIAP act | NR3A LBD binder | APOBEC3G inh | A3A deaminase | MPTP block | beta cell repl
Cn1c(C(=O)NC2CCCCCC2)cc2c(=O)n(C)c3ccccc3c21 | 0 | -11 | 1.1 | 1 | 1 | -6 | 0 | -2.8 | -2
COc1cccc(-n2nc(-c3ccnn3-c3ccc(F)cc3)c(=O)n(C)c2=O)c1 | -1 | -6 | 1.1 | 1 | 1 | -8 | -4 | -2.3 | 0
CC(C)NC(=O)COc1coc(CN2CCN(c3ccccc3)CC2)cc1=O | -2 | 5 | 0.95 | 1 | 2 | -3 | -3 | -2.1 | -2
COc1ccc(NC(=O)c2ccccc2NC(=O)NC2CCCCC2)cc1 | 2 | -18 | 1.2 | 0.98 | 0 | 0 | 11 | 5.2 | -3
CC(=O)n1cc(C2C(=O)CCCC2=O)c2ccccc21 | 26 | -1 | 1 | 0.74 | -4 | -8 | -2 | -4.8 | -2
CO/N=C(\c1nonc1N)N1CCN(c2ccc(Cl)cc2[N+](=O)[O-])CC1 | -13 | 8 | 0.92 | 1.1 | -13 | -6 | -6 | 28 | -3
COC(=O)c1ccc(-c2ccc(/C=N/N3C(=O)C4C5C=CC(C6CC56)C4C3=O)o2)cc1 (centres undefined) | 1 | 9 | 0.91 | 0.99 | -4 | 1 | 3 | -2.1 | -2
CC(Oc1ccc(Br)cc1)C(=O)Nc1nnc(C2CC2)s1 (centres undefined) | -7 | -1 | 1 | 1.1 | 1 | -7 | -2 | -0.7 | 4
Cc1ccc(CNC(=O)CN2CCN(Cc3ccc(Cl)cc3)C2=O)cc1 | 9 | 1 | 0.99 | 0.91 | 8 | -9 | -1 | -3.1 | -3
Cc1ccccc1Cn1nnc(-c2cccc(C(=O)O)c2)n1 | 0 | -1 | 1 | 1 | -1 | -3 | 5 | -1.3 | -2
O=C(Nc1c(F)cc(F)cc1Br)c1cccnc1 | 6 | 3 | 0.97 | 0.94 | -12 | -4 | -1 | -0.8 | 0
O=c1c2ccccc2nc2sc3ccccc3n12 | -3 | -7 | 1.1 | 1 | 1 | 1 | -2 | 0.8 | -2
CN1CCN(C(=O)NC2CCCN2S(=O)(=O)c2ccc(Cl)cc2)CC1 (centres undefined) | -7 | 0 | 1 | 1.1 | -3 | 0 | 2 | -1.5 | -1
CC1CCN(S(=O)(=O)c2ccc(C(=O)NC3CCS(=O)(=O)C3)cc2)CC1 (centres undefined) | -12 | 8 | 0.92 | 1.1 | -1 | -4 | -1 | -1.0 | 3
COc1ccc(O)c(-c2[nH]ncc2C(=O)c2ccccc2C)c1 | -63 | 11 | 0.89 | 1.6 | -1 | -1 | 1 | 1.8 | -2
O=C1/C(=C/c2ccccc2)NC(=S)N1C(c1ccccc1)c1ccccc1 | -6 | 0 | 1 | 1.1 | -8 | 4 | 3 | 1.3 | -5
CCc1cc(=O)[nH]c(SCC(=O)NCc2ccc3c(c2)OCO3)n1 | 1 | -3 | 1 | 0.99 | 2 | -4 | -3 | -2.0 | 1
COc1ccc(N2C(C(C)=O)=NN(c3ccccc3)C2c2cccs2)cc1 (centres undefined) | -20 | 5 | 0.95 | 1.2 | / | -5 | -4 | 5.7 | -3
CC(C)=CCN1CCN(CCC2=C(C)CCCC2(C)C)CC1CCO (centres undefined) | 13 | 3 | 0.97 | 0.87 | 1 | 3 | 1 | 0.2 | -3
C/C(=N\NC(=O)c1ccc2nc[nH]c2c1)c1ccc([N+](=O)[O-])cc1 | -37 | 8 | 0.92 | 1.4 | / | -2 | 0 | / | -2
CC(CC(=O)O)CC(=O)Nc1ccc(Br)cc1 (centres undefined) | -15 | -7 | 1.1 | 1.2 | 1 | -7 | -2 | -0.1 | 3
C(=C\c1ccc(/C=C/c2ccccc2)nn1)/c1ccccc1 | -2 | 2 | 0.98 | 1 | / | -6 | -2 | / | -4
CCOC(=O)Cc1csc(NC(=O)c2ccc3ccccc3n2)n1 | -56 | 16 | 0.84 | 1.6 | -6 | -10 | -2 | 0.4 | -1
N=c1c(S(=O)(=O)c2ccc(Cl)cc2)cc2c(=O)n3ccccc3nc2n1Cc1ccco1 | -2 | 1 | 0.99 | 1 | 0 | 22 | 25 | 0.5 | -6
CC(=O)N(c1ccccc1)C1CC(C)N(C(=O)c2ccccc2)c2ccccc21 (centres undefined) | -18 | -5 | 1 | 1.2 | 0 | 6 | -5 | 0.7 | 0
Cc1ccccc1C(=O)/C=C1\NC(=O)CS1 | -22 | 1 | 0.99 | 1.2 | -1 | -2 | -1 | 1.0 | 0
COc1cc(C(=O)NCc2ccc(S(N)(=O)=O)cc2)ccc1OCC(=O)Nc1cccc(C(F)(F)F)c1 | -10 | -6 | 1.1 | 1.1 | 0 | -4 | -4 | -0.4 | -2
CC(CN(C)Cc1ccccc1)OC(=O)c1cccs1 (centres undefined) | -14 | 2 | 0.98 | 1.1 | 1 | -3 | 0 | 1.7 | -2
O=C(CNC(=O)c1cccs1)NCC(=O)OCc1c(Cl)cccc1Cl | 17 | -2 | 1 | 0.83 | 0 | 4 | -1 | -1.3 | -1
CC(Oc1ccccc1)C(=O)NNC(=O)c1ccccn1 (centres undefined) | -68 | 18 | 0.82 | 1.7 | 3 | -6 | 1 | -0.9 | -1
CC(=O)NCCCC(=O)NNC1CC(=O)N(c2cccc(Cl)c2)C1=O (centres undefined) | -16 | 5 | 0.95 | 1.2 | 2 | -3 | 0 | 1.3 | -1
Fc1ccc(CSc2ccc(-c3ccc4c(c3)OCO4)nn2)cc1 | 22 | 0 | 1 | 0.78 | -5 | -3 | -1 | 4.6 | 0
O=C(Nc1ccc2c(c1)OCCO2)N1CCN(Cc2ccccc2)CC1 | -5 | -5 | 1 | 1.1 | -1 | -7 | -2 | -0.5 | -2
Cc1cnc(CNC(=O)CC2C(=O)NCCN2Cc2cccc(F)c2F)cn1 (centres undefined) | -4 | -3 | 1 | 1 | 0 | 2 | -1 | -1.1 | 1
O=C1COc2ccc(C(=O)COC(=O)c3ncc(Cl)c(Cl)c3Cl)cc2N1 | 5 | -8 | 1.1 | 0.95 | 0 | 3 | 4 | 0.4 | 1
CC(CO)(CO)NC(=O)c1ccc(=O)[nH]n1 | 6 | 3 | 0.97 | 0.94 | 1 | -3 | -1 | 1.1 | 1

Two entries from above, with each value named.
CC(=O)N(c1ccccc1)C1CC(C)N(C(=O)c2ccccc2)c2ccccc21 (centres undefined)
  hIAP inh: -18
  mIAP block: -5
  mIAP act: 1
  hIAP act: 1.2
  NR3A LBD binder: 0
  APOBEC3G inh: 6
  A3A deaminase: -5
  MPTP block: 0.7
  beta cell repl: 0

Cc1ccccc1C(=O)/C=C1\NC(=O)CS1
  hIAP inh: -22
  mIAP block: 1
  mIAP act: 0.99
  hIAP act: 1.2
  NR3A LBD binder: -1
  APOBEC3G inh: -2
  A3A deaminase: -1
  MPTP block: 1.0
  beta cell repl: 0

More compounds:
SMILES | hIAP inh | mIAP block | mIAP act | hIAP act | NR3A LBD binder | APOBEC3G inh | A3A deaminase | MPTP block | beta cell repl
CC(C)CC(=O)n1sc(NC(=O)c2ccccc2)nc1=O | 1 | -5 | 1 | 0.99 | -6 | -4 | -2 | 26 | -2
COC(=O)C1(C)NC(c2ccccc2C)C2C(=O)N(c3ccc(F)cc3)C(=O)C21 (centres undefined) | 24 | 3 | 0.97 | 0.76 | 2 | -1 | 3 | 0.0 | 1
N#CCCn1ncc2ccccc21 | 11 | -4 | 1 | 0.89 | 0 | -5 | 0 | -1.1 | 3
FC(F)Sc1ccc(-n2cc(-c3ccc(Cl)cc3)[n+]3c2CCC3)cc1 | 2 | 8 | 0.92 | 0.98 | 6 | -7 | -5 | 1.7 | -2
Cc1ccc(C)c(N2CCN(C(=O)CN(C)S(=O)(=O)c3ccc4c(c3)CCC(=O)N4)CC2)c1 | -11 | 8 | 0.92 | 1.1 | -1 | -6 | -2 | -0.1 | 3
Cc1c(C(=O)NC2CC2)oc2ccc(S(=O)(=O)N3CCCCCC3)cc12 | -5 | -1 | 1 | 1.1 | -1 | -1 | 2 | 1.2 | -2
CC1(C)C(=O)Nc2ccccc2N1C(=O)COc1cccnc1[N+](=O)[O-] | 5 | 4 | 0.96 | 0.95 | 0 | -9 | 1 | -2.0 | -1
CC(C)(C)C(=O)Nc1sc2c(c1C#N)CCCCC2 | 5 | 9 | 0.91 | 0.95 | 1 | -1 | -3 | 1.6 | -3
CSc1ccccc1NC(=O)CN(C1CCCCC1)S(C)(=O)=O | -2 | -4 | 1 | 1 | -2 | -8 | -4 | 3.7 | 0
CC(C)CC(=O)NC(=S)Nc1ccc(N2CCOCC2)cc1 | 8 | -1 | 1 | 0.92 | -1 | -9 | -1 | 1.1 | -3
C/C(NCCN1CCOCC1)=C(\C#N)C(N)=O | -18 | -9 | 1.1 | 1.2 | -1 | -1 | -4 | -0.4 | -3
O=C(NCc1ccc(Cl)cc1)c1csc(-c2cccnc2)n1 | 9 | 3 | 0.97 | 0.91 | -1 | -8 | -1 | 3.2 | 1
COc1cc2nc(C3CC3)n(NC(=O)c3ccc(Cl)cc3)c(=O)c2cc1OC | 6 | -4 | 1 | 0.94 | -3 | 1 | 3 | 19 | -4
Cc1nc2scc(C)n2c(=O)c1S(=O)(=O)N1CCN(c2ccccc2F)CC1 | 8 | 1 | 0.99 | 0.92 | 2 | -5 | -1 | 0.4 | -1
O=C1c2cccnc2C(=O)N1Cc1ccccc1 | -4 | 3 | 0.97 | 1 | 3 | -5 | 1 | -2.1 | 1
CCOC(=O)C1CCCN(C(=O)c2cccc(N3C(=O)c4ccccc4C3=O)c2)C1 (centres undefined) | 4 | -10 | 1.1 | 0.96 | -1 | -7 | 0 | -0.8 | 6
COC(=O)C1=NNC2C(=O)N(C3CCCCC3)C(=O)C12 (centres undefined) | -8 | -1 | 1 | 1.1 | -1 | -2 | 3 | -0.1 | -2
COC(=O)C(O)(CC(=O)Nc1ccc(Cl)cc1Cl)C(F)(F)F (centres undefined) | 19 | 12 | 0.88 | 0.81 | -3 | -3 | -1 | 2.9 | 2
O=C(Nc1ccc(-n2ccnc2P(=O)(O)c2ccccc2)cc1)c1ccccc1Cl | 8 | 8 | 0.92 | 0.92 | 1 | -8 | -4 | -0.1 | 2
CN(C(=O)CSc1nnc(C2CC2)n1C1CC1)C1(C#N)CCCCC1 | 1 | 1 | 0.99 | 0.99 | 1 | -2 | 6 | 0.6 | -1
COc1ccc(C(=O)NNC(=O)CSc2nc(C(C)C)nc3ccccc23)cc1 | -53 | 8 | 0.92 | 1.5 | -1 | -7 | -4 | -2.8 | 0
CC(C)N(C(=O)COC(=O)Cn1cnc2ccccc21)c1ccccc1 | 10 | 0 | 1 | 0.9 | 0 | -10 | -3 | 1.4 | -1
Cc1oc(S(=O)(=O)N(C)C)cc1C(=O)Nc1ccc(Cl)cc1 | 9 | 2 | 0.98 | 0.91 | 1 | -6 | -3 | 9.0 | -2
COc1ccc(C(=O)N2CCN(c3ccc(C(C)=O)cc3)CC2)cc1S(=O)(=O)N1CCCC1 | -2 | -5 | 1.1 | 1 | 0 | -3 | 0 | -1.5 | -3
O=C1C2CC=CCC2C(=O)N1Cc1nnc(-c2ccc(Cl)cc2)o1 (centres undefined) | 3 | -8 | 1.1 | 0.97 | 0 | -8 | -2 | -1.1 | -1
CCCCNC(=O)NC12CC3CC(CC(C3)C1)C2 | -22 | 4 | 0.95 | 1.2 | -3 | -9 | -5 | 0.4 | -1
CN(C)CCNC(=O)c1csc(Nc2cccc3ccccc23)n1 | -42 | 3 | 0.97 | 1.4 | -1 | -3 | 8 | 0.3 | -1

Screening data from PubChem BioAssay.
